# Screening results as filed in PubChem BioAssay.
# M5 PAM – potentiates acetylcholine response at human M5 receptor. CHO-K1 hM5, Fluo-8 calcium, ACh EC20 PAM; 0% = ACh EC20, 100% = ACh EC100. activation, % at 3 µM. actives 0.3% (n = 360,000). AID 624038;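 active = activation above the run cutoff, the mean activation of all test compounds plus 3 SD, cut at about 18% in these data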
# Target sequence (P08912 whole entry, looked up): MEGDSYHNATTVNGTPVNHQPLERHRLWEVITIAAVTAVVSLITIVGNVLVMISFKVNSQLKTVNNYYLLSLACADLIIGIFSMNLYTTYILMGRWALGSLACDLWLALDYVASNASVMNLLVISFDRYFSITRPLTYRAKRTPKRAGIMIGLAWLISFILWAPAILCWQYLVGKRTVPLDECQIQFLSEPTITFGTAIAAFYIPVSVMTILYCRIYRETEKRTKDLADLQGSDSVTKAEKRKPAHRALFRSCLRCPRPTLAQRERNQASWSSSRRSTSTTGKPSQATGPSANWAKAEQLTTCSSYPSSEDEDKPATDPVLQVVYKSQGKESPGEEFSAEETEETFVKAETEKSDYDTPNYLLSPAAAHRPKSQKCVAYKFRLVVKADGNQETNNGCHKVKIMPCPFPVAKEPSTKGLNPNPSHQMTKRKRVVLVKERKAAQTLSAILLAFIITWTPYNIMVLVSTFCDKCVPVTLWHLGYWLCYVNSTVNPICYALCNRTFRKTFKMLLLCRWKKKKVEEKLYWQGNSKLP
#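 Measured by: Fluo-8 calcium fluorescence; material: human M5 receptor in CHO-K1 cells; schedule: Post-acetylcholine fluorescence recording 140 s; benchmarks: low control EC20 acetylcholine (0%), high control EC100 acetylcholine (100%); read-out: Max/basal fluorescence ratio as % of EC20–EC100 ACh window; compound: single dose, 3 µM nominal final test concentration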
# M5 antag – CHRM5 antagonism in calcium assay | CHO-hM5 cells, Fluo-8 calcium fluorescence, ACh EC80 | inhibition, % at 3 µM | actives 0.59% (n = 360,000);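 active = inhibition above a per-plate cutoff, the mean of that plate's test compounds plus 3 SD, cut at about 27% in these data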;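 also: 0% = acetylcholine EC80 with DMSO and 100% = DMSO without agonist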
# CRFBP-R2 block – CRF-BP/CRF-R2 complex antagonism; HEK293 CRF-R2/CRF-BP, CRF-induced calcium fluorescence; inhibition, % at 11.8 µM; actives 0.59% (n = 350,000);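 active = inhibition of the ligand-induced calcium signal above about 50% at the single tested concentration, limit read from the data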
# M5 ag – CHRM5 agonism in calcium assay; P08912; CHO-K1 hM5 cells, Fluo-8 calcium fluorescence; 0% DMSO wells, 100% maximal acetylcholine response; activation, % at 3 µM; actives 0.19% (n = 360,000); AID 624037;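 active = activation above the run's mean over test compounds plus 3 SD, cut at about 23% in these data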;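 also: signal is peak over basal fluorescence ratio across the kinetic read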
# CRFBP-R2 agonist – agonists of human CRF-binding protein/CRF-R2 receptor complex; actives 0.46% (n = 350,000); HEK293 CRF-R2/CRF-BP, calcium dye fluorescence (FLIPR); percent of saturating CRF peptide response; AID 588473; activation, % at 13.2 µM;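 active = activation of at least 50%, plus an integration ratio under a set limit after plate pattern correction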;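 also: plate controls were neutral control wells without compound for no effect and CRF at EC100 for full effect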
# TAAR1 agonist – human TAAR1 agonism; actives 0.99% (n = 360,000); CHO RD-HGA16 TAAR1, Fluo-8 calcium fluorescence; vehicle wells 0%, saturating PEA agonist 100%; activation, % at 3 µM; AID 624467; Q96RJ0;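 active = activation above the mean activation of all test compounds in the run plus 3 SD, cut at about 38% in these data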
# Target sequence (Q96RJ0 whole entry, looked up): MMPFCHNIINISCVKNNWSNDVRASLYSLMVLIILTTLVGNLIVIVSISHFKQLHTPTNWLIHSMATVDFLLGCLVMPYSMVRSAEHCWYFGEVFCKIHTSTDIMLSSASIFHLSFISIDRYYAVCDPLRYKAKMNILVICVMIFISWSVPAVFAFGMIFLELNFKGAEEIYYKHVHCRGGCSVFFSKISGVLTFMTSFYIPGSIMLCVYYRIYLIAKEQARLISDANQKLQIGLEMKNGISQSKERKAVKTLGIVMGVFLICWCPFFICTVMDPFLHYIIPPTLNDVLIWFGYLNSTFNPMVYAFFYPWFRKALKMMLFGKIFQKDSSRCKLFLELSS
#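 Test system: RD-HGA16 (CHO) cells co-expressing Gα16 and hTAAR1 | Doses: Single dose, 3 µM | Schedule: 17-24 h seeding, 75 min 37 °C dye, 30 min RT | Evaluation: % activation from peak over basal fluorescence ratio, DMSO-to-PEA scaled | Technique: Kinetic Fluo-8 calcium fluorescence | Benchmarks: Low control DMSO, high control PEA (EC100)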
# TAAR1 antagonist – human TAAR1 antagonism; inhibition, % at 3 µM; AID 624466; CHO RD-HGA16 TAAR1, Fluo-8 calcium fluorescence, antagonist; actives 1.5% (n = 360,000); Q96RJ0;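 active = inhibition above a per-plate cutoff, the mean inhibition of test compounds on that plate plus 3 SD, cut at about 49% in these data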;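 also: 0% = DMSO plus EC80 beta-PEA response and 100% = DMSO alone without agonist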
#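 System: CHO RD-HGA16 cells bearing hTAAR1. Reagent: EC80 β-phenethylamine stimulus. Schedule: seeding 17-24 h prior, 75-min 37 °C, 30-min RT dye loading. Signal: Fluo-8 intracellular calcium dye fluorescence, real-time kinetic reads. Read-out: % inhibition from peak post-agonist over basal fluorescence ratio. Benchmarks: vehicle wells and EC80 agonist wells. Replicates: n of 1.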
# M4 PAM – potentiates acetylcholine response at human M4 receptor; CHO-K1 hM4/Gqi5, Fluo-8 calcium fluorescence, ACh EC20; 0% = ACh EC20, 100% = maximal ACh; actives 0.4% (n = 360,000); activation, % at 3 µM; AID 624126;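 active = activation above its plate's cutoff, the mean activation of sample wells plus 3 SD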; also: some results filed as inactive read as strong as hits
# CHO-K1 Ca PAM – nonselective activator or artifact in parental CHO-K1 calcium assay. ATP EC20, Fluo-8 calcium fluorescence; 0% at ATP EC20, 100% at ATP max. actives 0.02% (n = 360,000). AID 602247. activation, % at 3 µM;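 active = activation above the run cutoff, the mean activation of all test compounds plus 3 SD, cut at about 40% in these data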;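 also: peak over basal fluorescence ratio in a 140 s read after ATP addition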
# An asterisk follows results filed as active; x = no result given.
SMILES,M5 PAM,M5 antag,CRFBP-R2 block,M5 ag,CRFBP-R2 agonist,TAAR1 agonist,TAAR1 antagonist,M4 PAM,CHO-K1 Ca PAM
COc1ccc(C(=O)NC(C(=O)NCC2CCCO2)C(C)C)cc1 (stereo unspecified),-5,9,16,0,-0.2,2,-21,-13,5
CCN(CC)S(=O)(=O)c1ccc(NC2CCN(Cc3ccccc3)CC2)nc1,-3,8,-3,-9,4.8,21,-2,-21,0
C=CCNc1nc2c(c(=O)n(C)c(=O)n2C)n1CC,-5,1,7,0,-1.1,-1,8,2,-9
COc1ccc(S(=O)(=O)CCC(=O)Nc2c(C)cccc2C)cc1,0,10,-5,-3,1.8,1,-12,3,19
CN(C)C(=O)OCC1COc2ccccc2O1 (stereo unspecified),-3,4,14,-1,-0.8,3,-10,-4,8
CCOC(=O)c1c(C)[nH]c(C(=O)C(C)OC(=O)c2cccc(OCc3c(C)noc3C)c2)c1C (stereo unspecified),-14,20,-8,3,1.9,17,18,-8,-3
CC(=O)Nc1ccc2c(c1)C(N1CC3CCC(CC3)C1)c1ccccc1-2 (stereo unspecified),18,-9,-39,-1,2.6,3,-28,21,10
O=[n+]1c2c(n([O-])c3cc(Br)ccc31)CCCC2,4,-7,-3,1,0.2,1,-14,-8,4
O=C(CN1C(=O)NC(CCc2ccccc2)C1=O)Nc1ccc(F)c(F)c1F (stereo unspecified),-8,5,8,5,4.3,44*,19,14,-18
CC1(C(=O)NCc2ccccc2)CSCC(=O)N1CC(F)(F)F (stereo unspecified),8,-12,x,1,x,2,2,-1,x
Cc1ccc(C2c3sc(=O)[nH]c3SC3C4CC(C5C(=O)N(C(C)C(=O)O)C(=O)C45)C23)cc1 (stereo unspecified),14,-8,15,2,0.0,1,3,6,-5
COc1ccc(NCc2ccsc2)cc1,-1,4,2,1,-0.1,5,-5,0,2
O=[N+]([O-])c1ccc(N/N=C\c2ccccc2OCc2ccccc2)cc1,-6,-2,-43,-1,13,7,23,14,-10
c1ccc(-c2nnc(-c3ccccc3)c(-c3c[nH]c4ccccc34)n2)cc1,2,-3,-33,2,4.9,6,0,-1,12
O=C(CSc1ccc(-c2ccccn2)nn1)Nc1nccs1,4,3,-8,0,0.1,-1,5,14,15
CC(C)NC(=O)COC(=O)c1ccc(Cl)c(S(=O)(=O)N2CCCC2)c1,-5,4,13,-1,-1.3,13,-3,1,-1
COC(=O)[C@]1(C)N[C@H](CN(C)S(=O)(=O)c2ccc(C(C)(C)C)cc2)[C@@H]2C(=O)N(C)C(=O)[C@@H]21,x,x,-2,x,0.3,2,-11,x,x
O=C1C(Cc2ccccc2)C(c2ccccc2)N1c1ccccc1 (stereo unspecified),8,-3,12,-3,5.2,6,17,6,0
O=C1C[C@H](NC(=O)OCc2ccccc2)CO1,-9,9,-4,1,0.6,-2,-6,2,-2
Cc1nn(Cc2ccccc2)c2c1C(c1ccco1)C(C#N)=C(N)O2 (stereo unspecified),-1,-2,-4,-5,1.7,6,15,-1,9
O=C(Oc1ccccc1C(=O)Nc1ccccc1)c1ccc(Br)c([N+](=O)[O-])c1,5,-2,-9,-1,-2.2,10,38,6,8
COc1ccc(OCC(O)CN(C)C(=O)C(C)Oc2ccccc2)cc1 (stereo unspecified),-2,13,-8,3,-1.0,-1,3,0,20
COc1ccc(OCC(=O)N2CCN(c3nnc(-c4ccc(C)cc4)c4ccccc34)CC2)cc1,-15,11,13,-11,2.3,0,15,-31,13
COCC(=O)Nc1ccccc1NC(C)=O,2,-2,7,-1,-1.4,3,2,0,6
Cc1ccc(C)c(OCCCCn2cnc3ccccc3c2=O)c1,-6,-5,1,2,2.3,3,-19,-9,18
N#Cc1ccccc1N=C1CCCN1Cc1ccccc1,-7,6,-4,-10,0.5,4,-12,0,14
CN(Cc1ccccc1)Cc1nc2c(c(=O)n(C)c(=O)n2C)n1Cc1ccccc1Cl,4,-7,-3,-4,1.0,6,-9,5,9
O=c1cc(CO)oc(C(Nc2ccccn2)c2ccc(F)cc2)c1O (stereo unspecified),15,-7,-6,-4,0.4,1,-16,9,17
O=C(NC1CCCCC1)C1c2ccccc2OCC(=O)N1CC(F)(F)F (stereo unspecified),-2,8,x,-7,x,3,2,1,5
Cc1c(/C(O)=C2\C(=O)C(=O)N(CCN(C)C)C2c2ccccc2)cnn1-c1ccccc1 (stereo unspecified),3,-6,-7,1,1.0,3,-25,-3,24
C[C@@H]1CN(S(=O)C(C)(C)C)[C@@H](CCO)/C1=C\c1ccccc1 (stereo partly specified),-5,4,3,0,-1.7,2,-4,-1,14
CCc1ccccc1NC(=S)NCC1CCN(c2ccc(OC)cc2)C1 (stereo unspecified),4,2,-16,-12,-1.2,4,27,-9,16
Cn1cc(Cl)c(C(=O)OCC(=O)Nc2cccc(Cl)c2)n1,-1,-2,-2,1,1.1,1,-1,7,-1
CN(CC(=O)Nc1ccccc1Br)C(=O)c1ccncc1,1,1,3,-4,-3.5,4,-30,3,-18
COC(=O)c1cccc(S(=O)(=O)N2CCC(NC(=O)Nc3cccc(F)c3)CC2)c1,-7,5,1,0,1.8,9,23,-11,5
CCCCn1c(N)c(N(CC(C)C)C(=O)C2CC(=O)N(c3ccc(CC)cc3)C2)c(=O)[nH]c1=O (stereo unspecified),7,-4,8,0,0.7,2,-14,7,-27
CC(NC(=O)CNC(=O)c1cccc(Cl)c1)c1ccccc1 (stereo unspecified),-3,3,5,-1,-0.6,5,-18,7,-25
COc1ccc(CC(=O)OCc2csc(CC(=O)Nc3ccc(C)cc3)n2)cc1,0,1,-1,0,3.0,1,-1,6,13
COc1cc(NC(=O)c2sc(C)nc2C)c(OC)cc1NC(=O)c1ccccc1,-7,7,-2,1,0.9,3,0,-4,1
CN(C(=O)COC(=O)C1CCN(S(=O)(=O)c2ccc3c(c2)OCCO3)CC1)C1CCCCC1,2,6,-2,-1,-0.2,2,-36,-8,-20
O=C(CSC1=NCCN1)NC1CCCCCC1,3,8,-10,-11,3.2,11,1,-4,4
Cc1cccc(C(=O)Nc2cccc(C(=O)NC3CCCC3)c2)c1,1,2,6,-1,-0.2,0,-14,0,-4
S=c1[nH]nc(CSc2nc3ccccc3s2)n1Cc1ccccc1,1,7,24,-14,-3.2,-1,-11,-1,12
COc1cc(NC(=O)C2CC(=O)NC3=C2C(=O)CCC3)c(OC)cc1Cl (stereo unspecified),11,4,10,-5,-0.8,7,5,13,-8
COC1OC2COC(c3ccccc3)OC2C(O)C1NC(=O)c1ccccc1 (stereo unspecified),-5,19,-1,-1,3.7,0,1,0,11
Cc1nnc(SC(C)C(=O)NCC2CCCO2)n1-c1ccccc1 (stereo unspecified),1,-1,-20,1,1.2,4,-5,8,-8
O=C(O)c1ccccc1C(=O)NCCCCCCNC(=O)c1ccccc1C(=O)O,11,-1,6,-1,-3.1,2,4,-2,8
COCCNC(=O)c1onc(CSc2cccc(OC)c2)c1C(=O)NCCOC,8,1,-4,2,-1.8,8,1,4,3
Cn1cc(-c2cccc3nncn23)cn1,0,-2,x,1,x,2,1,8,3
CC(C(=O)NCc1ccccc1)n1c(-c2ccc3c(c2)CCO3)nc2ccccc21 (stereo unspecified),-2,1,x,0,x,0,-14,-1,x
COc1cc(CCC(=O)OCC(=O)Nc2ccc3c(c2)OCO3)cc(OC)c1OC,-6,19,5,-1,-1.1,-1,14,-1,10

# Part of the list above, with values under each structure:
# Results follow in this order: M5 PAM | M5 antag | CRFBP-R2 block | M5 ag | CRFBP-R2 agonist | TAAR1 agonist | TAAR1 antagonist | M4 PAM | CHO-K1 Ca PAM
- COc1cc(NC(=O)c2sc(C)nc2C)c(OC)cc1NC(=O)c1ccccc1
    -7 | 7 | -2 | 1 | 0.9 | 3 | 0 | -4 | 1
- CN(C(=O)COC(=O)C1CCN(S(=O)(=O)c2ccc3c(c2)OCCO3)CC1)C1CCCCC1
    2 | 6 | -2 | -1 | -0.2 | 2 | -36 | -8 | -20
- O=C(CSC1=NCCN1)NC1CCCCCC1
    3 | 8 | -10 | -11 | 3.2 | 11 | 1 | -4 | 4
- Cc1cccc(C(=O)Nc2cccc(C(=O)NC3CCCC3)c2)c1
    1 | 2 | 6 | -1 | -0.2 | 0 | -14 | 0 | -4
- S=c1[nH]nc(CSc2nc3ccccc3s2)n1Cc1ccccc1
    1 | 7 | 24 | -14 | -3.2 | -1 | -11 | -1 | 12
- COc1cc(NC(=O)C2CC(=O)NC3=C2C(=O)CCC3)c(OC)cc1Cl (stereo unspecified)
    11 | 4 | 10 | -5 | -0.8 | 7 | 5 | 13 | -8
- COC1OC2COC(c3ccccc3)OC2C(O)C1NC(=O)c1ccccc1 (stereo unspecified)
    -5 | 19 | -1 | -1 | 3.7 | 0 | 1 | 0 | 11
- Cc1nnc(SC(C)C(=O)NCC2CCCO2)n1-c1ccccc1 (stereo unspecified)
    1 | -1 | -20 | 1 | 1.2 | 4 | -5 | 8 | -8
- O=C(O)c1ccccc1C(=O)NCCCCCCNC(=O)c1ccccc1C(=O)O
    11 | -1 | 6 | -1 | -3.1 | 2 | 4 | -2 | 8
- COCCNC(=O)c1onc(CSc2cccc(OC)c2)c1C(=O)NCCOC
    8 | 1 | -4 | 2 | -1.8 | 8 | 1 | 4 | 3
- Cn1cc(-c2cccc3nncn23)cn1
    0 | -2 | x | 1 | x | 2 | 1 | 8 | 3
- CC(C(=O)NCc1ccccc1)n1c(-c2ccc3c(c2)CCO3)nc2ccccc21 (stereo unspecified)
    -2 | 1 | x | 0 | x | 0 | -14 | -1 | x
